MCL1-BIM inh – inhibitors of MCL1 binding to BIM-BH3, primary screen, biochemical, fluorescence polarization. Induced myeloid leukemia cell differentiation protein Mcl-1 (Homo sapiens), Q07820. GST-MCL1 / FITC-Bim-BH3 fluorescence polarization. inhibition, % at 10.9 µM. 320,000 compounds, 0.68% hits. AID 2057, 2009;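 active = inhibition above the mean inhibition of all tested compounds plus 3 SD, set per campaign, cut at about 40% in these data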;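 also: 0% = DMSO wells and 100% = unlabeled Bim-BH3 peptide control; higher means more loss of mP so more displacement of Bim peptide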
Target sequence (Q07820 whole entry, looked up): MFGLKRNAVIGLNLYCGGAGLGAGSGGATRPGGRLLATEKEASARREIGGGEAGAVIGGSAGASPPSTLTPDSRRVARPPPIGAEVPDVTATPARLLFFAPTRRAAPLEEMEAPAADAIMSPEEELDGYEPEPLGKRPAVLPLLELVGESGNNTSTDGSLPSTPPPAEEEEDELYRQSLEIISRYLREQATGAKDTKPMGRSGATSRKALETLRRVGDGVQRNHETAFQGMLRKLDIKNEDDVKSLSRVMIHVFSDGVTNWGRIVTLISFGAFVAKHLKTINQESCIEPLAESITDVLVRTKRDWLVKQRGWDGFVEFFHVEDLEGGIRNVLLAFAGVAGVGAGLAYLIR
VLA-4 inh – inhibition in human VLA-4 binding assay, primary screen, VLA-4 allosteric modulator project, MLPCN library, flow cytometry, VLA-4 expressing cells; Integrin alpha-4 (Homo sapiens), P13612; ligand binding flow cytometry; inhibition, % (about 7 µM as worked out from the volumes in the protocol); 330,000 compounds, 0.2% hits; in the data active = inhibition above about 50%
GLD-1 RNA inh – GLD-1/TGE RNA complex disruptors, primary screen, biochemical, fluorescence polarization. Female germline-specific tumor suppressor gld-1 (Caenorhabditis elegans), Q17339. purified GLD-1 + fluorescein TGE RNA. inhibition, % at 5.96 µM. 320,000 compounds, 0.44% hits. AID 2280, 2010;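 active = percent inhibition above a per-plate cutoff, the plate mean of test compounds plus 3 SD, cut at about 30% in these data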;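 also: 0% = DMSO wells with GLD-1 and probe and 100% = wells lacking GLD-1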
MEX-5 binding – MEX-5 zinc finger RNA-binding disruptors – biochemical, C. elegans, fluorescence polarization, MLPCN library, primary screen; activity score (negative = inhibition of binding), % at 10 µM; 300,000 compounds, 0.38% hits; MEX-5/FITC-TCR2 RNA binding; stronger effect = lower value;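 active = inhibition past about -25% in most replicates, and total fluorescence under double the plate's negative control median, limit read from the data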;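 also: 0% = DMSO and -100% = 5 µM competing unlabeled TCR2 RNA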
GRK2 aptamer HTS – compounds blocking aptamer binding on GRK2 – biochemical, human GRK2, bead flow cytometry, HTS, primary screen; inhibition of aptamer binding, % at 10 µM; 330,000 compounds, 0.59% hits; FAM-aptamer displacement from GRK2; AID 488847, 2010;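 active = inhibition of aptamer binding above 40%, roughly 3 SD of noise, on plates passing a quality check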;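 also: median bead fluorescence of bound FAM aptamer so fluorescent compounds give negative values; no value below 0 was filed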
BCLXL inh – inhibitors of human Bcl-xL, primary screen, biochemical, fluorescence polarization, HTS | Bcl-2-like protein 1 (Homo sapiens), Q07817 | GST-Bcl-xL / FITC-Bim BH3 peptide fluorescence polarization | inhibition, % at 10.9 µM | 320,000 compounds, 0.7% hits;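 active = inhibition above the mean of all tested compounds plus 3 SD, cutoff set per campaign, cut at about 30% in these data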;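 also: 0% = DMSO wells and 100% = unlabeled Bim-BH3 peptide competitor; inhibitors lower millipolarization by displacing the labeled peptide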
Target sequence (Q07817 whole entry, looked up): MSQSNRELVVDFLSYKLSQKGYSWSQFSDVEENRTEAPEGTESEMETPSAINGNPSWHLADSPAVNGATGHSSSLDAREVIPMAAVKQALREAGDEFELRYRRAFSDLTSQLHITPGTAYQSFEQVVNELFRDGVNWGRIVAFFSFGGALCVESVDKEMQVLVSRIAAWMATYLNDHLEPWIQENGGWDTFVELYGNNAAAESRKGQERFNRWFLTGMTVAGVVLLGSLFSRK
Fam108B counter – mouse Fam108B serine hydrolase inhibitors, primary screen, counter-screen for RBBP9 inhibitor project, biochemical, fluorescence polarization; recombinant Fam108B, FP-Rh probe fluorescence polarization; inhibition, % at 9.51 µM; 300,000 compounds, 0.33% hits; AID 1947, 2009;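 active = inhibition above the screen mean inhibition plus 3 SD, computed separately per campaign, cut at about 18% in these data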;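 also: inhibitors lower polarization as less probe binds the enzyme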
PME-1 inh – PME-1 inhibitors via competitive probe labeling, primary screen, biochemical, fluorescence polarization, FP-Rh probe, HTS. recombinant PME-1. inhibition, % at 5.9 µM. 320,000 compounds, 0.53% hits. AID 2130, 2009;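 active = inhibition above the campaign mean of all compounds plus 3 SD, cut at about 26% in these data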;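 also: competitive labeling of PME-1 active site by serine hydrolase directed probe; 0% = PME-1 with DMSO and 100% = wells lacking PME-1 enzyme; inhibitors block probe labeling so polarization falls and inhibition rises; many of its hits are not listed in these tables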
Target sequence (Q9Y570 whole entry, looked up): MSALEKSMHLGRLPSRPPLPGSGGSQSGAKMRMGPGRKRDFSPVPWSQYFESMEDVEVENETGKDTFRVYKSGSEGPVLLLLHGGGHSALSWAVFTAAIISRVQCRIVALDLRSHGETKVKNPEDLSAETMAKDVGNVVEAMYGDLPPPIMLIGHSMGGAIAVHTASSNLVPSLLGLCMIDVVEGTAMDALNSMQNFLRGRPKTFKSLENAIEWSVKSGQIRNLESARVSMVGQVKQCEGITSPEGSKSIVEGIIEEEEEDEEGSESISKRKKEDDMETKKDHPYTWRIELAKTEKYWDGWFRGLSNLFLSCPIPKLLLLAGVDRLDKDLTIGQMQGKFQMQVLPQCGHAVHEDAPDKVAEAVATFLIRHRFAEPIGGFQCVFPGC
Efflux pump mplx – inhibitors of Candida efflux pumps in yeast, primary screen, S. cerevisiae, Nile Red, multiplex; S. cerevisiae Candida pump triplex; inhibition, % at 10 µM; 330,000 compounds, 0.44% hits; AID 485275, 2010;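 active = plate passing quality check with inhibition over a set limit, or well fluorescence over plate mean plus 4 SD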;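 also: Nile Red retained in pooled yeast measured as flow cytometry median fluorescence; 0% = buffer negative control and 100% = Enniatin B positive control; higher means more Nile Red kept so more efflux inhibition; some compounds called inactive have numbers as strong as hits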
An asterisk follows results filed as active; . = no result given. Only part of the results is shown (hit frequency here may not be typical).

SMILES	MCL1-BIM inh	VLA-4 inh	GLD-1 RNA inh	MEX-5 binding	GRK2 aptamer HTS	BCLXL inh	Fam108B counter	PME-1 inh	Efflux pump mplx
CC1=C(C(=O)OCCOC(C)C)C(c2cc3c(cc2Br)OCO3)CC(=O)N1 (stereo not drawn)	-5	21	7	0.1	3	-16	-1	5	-0.1
COC(=O)c1[nH]c2ccc(Cl)cc2c1NC(=O)C1CC1	2	1	4	-0.5	0	5	4	0	-0.1
CSc1nncc(/C(C)=N/O)n1	11	-9	1	0.5	1	1	6	-10	-0.1
O=C(Nc1ccc(S(=O)(=O)Nc2nccs2)cc1)c1ccc(S(=O)(=O)N2CCOCC2)cc1	10	-12	4	-1.5	1	8	4	1	0.0
COC(=O)c1ccc(NC(=O)Cn2nc(C)c3ccccc3c2=O)cc1	5	16	2	-3.8	1	3	7	-6	0.0
Cn1c(SCc2nnc(-c3ccccc3Br)o2)nc2sc3c(c2c1=O)CCC3	1	3	0	-1.3	0	6	-7	1	-0.1
CCOC(=O)C1CCN(C(=O)COc2ccc3c(c2)OCO3)CC1	6	7	2	0.0	0	3	4	-3	0.1
CCN1CCN(Cc2ccc(NC(=O)c3cc(NC(=O)c4cc5cccc(OC)c5o4)cc(OC)c3)cc2C(F)(F)F)CC1	4	14	-6	0.0	2	0	-32	-52	-0.1
COc1ccc2nc(C)cc(Nc3ccc(C)cc3)c2c1	.	-8	.	2.9	0	.	.	.	0.1
COc1ccc(C(=O)NC(C)c2ccncc2)cc1S(=O)(=O)N(C)Cc1ccccc1 (stereo not drawn)	7	17	2	.	0	4	.	0	-0.2
O=c1cc(-c2ccccc2)[nH]n1-c1ccc([N+](=O)[O-])cc1	0	14	10	0.7	3	1	9	15	-0.1
COc1ccc(CN=Cc2c(C(=O)O)[nH]c3ccccc23)cc1	-4	-3	2	1.4	2	2	0	-4	-0.1
CCC1CCCCN1CCCNC(=O)c1ccc2nc(N3CCCCC3)sc2c1 (stereo not drawn)	9	0	-2	-0.2	0	8	0	-7	0.1
CCOc1ccc(S(=O)(=O)NCCC(=O)N2CC(C)OC(C)C2)cc1 (stereo not drawn)	-7	9	2	1.4	1	-3	3	-3	-0.1
CCC(C)(C)NC(=O)c1ccc(S(=O)(=O)N(C)c2ccccc2OC)cc1	2	-14	1	-1.5	2	2	2	-2	-0.1
Nc1c(C(=O)NCCN2CCOCC2)c2nc3ccccc3nc2n1CCc1ccccc1	-2	5	7	2.0	1	2	2	4	0.0
CC(C)c1nc2oc3c(=O)[nH]cnc3c2c2c1CCC2	7	1	-2	0.4	0	9	3	-1	0.0
CCOC(=O)c1cnc2ccc(C)cc2c1NCCO	-4	13	1	0.6	0	0	3	10	-0.2
NCC1CCC(C(=O)Oc2ccc(CCC(=O)O)cc2)CC1 (stereo not drawn)	-4	-12	1	1.2	0	3	-7	-2	-0.1
Cc1ccc([N+](=O)[O-])c(OCC(=O)OCC(=O)c2ccccc2)c1	8	19	-2	-2.9	0	6	-2	2	-0.1
O=C(c1cc(-c2ccncc2)nc2ccc(Cl)cc12)N1CCN(Cc2ccc3c(c2)OCO3)CC1	7	-12	7	2.3	1	5	-2	6	-0.1
COc1ccc(Cl)cc1NC(=O)CCN1CCN(C)CC1	1	6	9	1.5	0	-3	-2	-3	-0.1
Nc1nc(-c2ccccc2)nn1C(=O)c1ccco1	1	-7	6	-0.1	0	6	0	-7	-0.1
FC(F)(F)c1cccc(-c2ccc(/C=N/Nc3nncc(-c4ccccc4)n3)o2)c1	-1	7	-1	1.8	0	8	-2	-5	0.0
COc1ccc(NC(=O)CCCNC(=O)Cn2cnc3sc4c(c3c2=O)CCCC4)cc1OC	9	13	2	2.4	1	5	-4	4	0.0
Following part
SMILES	MCL1-BIM inh	VLA-4 inh	GLD-1 RNA inh	MEX-5 binding	GRK2 aptamer HTS	BCLXL inh	Fam108B counter	PME-1 inh	Efflux pump mplx
Cc1cccc(C(=O)NNC(=O)c2cccc(C)c2)c1	15	25	5	0.2	0	2	2	-5	-0.1
Cc1cc(C)cc(NS(=O)(=O)Cc2ccccc2)c1	10	-3	3	1.5	2	6	-1	-10	-0.1
CCC(=O)N1N=C(c2ccc(NS(=O)(=O)CC)cc2)CC1c1ccc(C)cc1 (stereo not drawn)	7	-12	3	2.4	1	4	3	5	-0.1
Cc1ccc(N(CC(=O)NC2CCCC2)C(=O)CNC(=O)c2cccs2)cc1F	-8	2	3	1.0	0	-2	-6	3	-0.1
O=C(CN(c1ccccc1)S(=O)(=O)c1ccccc1)NCCSc1ccccn1	1	-8	10	1.1	1	0	1	-1	-0.1
CCC(=O)N1CC23C=CC(CC2CC12CCCCC2)O3 (stereo not drawn)	7	1	0	0.9	0	3	0	0	0.0
O=C(O)CCc1ccc(-c2cccs2)n1NC(=O)c1ccc(O)cc1	9	3	1	-2.5	2	2	0	0	-0.1
O=C(CCCN1CCN(c2ccccn2)CC1)c1ccc(F)cc1	6	43	3	.	3	2	-2	7	0.1
O=S(=O)(Nc1cccc(S(=O)(=O)N2CCCC2)c1)c1ccccc1F	.	-17	1	.	1	.	.	.	-0.3
O=C(Cc1cc(=O)[nH][nH]1)N/N=C/c1ccccc1Cl	12	14	-2	0.9	2	6	1	-4	0.1
CCOc1ccc(N2CC(C(=O)NC3CCSC3=O)CC2=O)cc1 (stereo not drawn)	6	2	7	-0.7	0	4	4	4	-0.2
N#CC(c1cccc(Cl)c1)c1ncc(C(F)(F)F)cc1Cl (stereo not drawn)	2	20	0	0.1	0	3	0	-4	0.1
CCOC(=O)[C@H]1[C@H]2COc3ccccc3[C@@H]2N2C(=O)c3ccccc3NC(=O)[C@@]12C	-2	.	-3	.	.	1	6	-1	.
CC(C)CNC(=O)C(=O)Nc1ccc(N(C)C)cc1	-1	1	4	-0.8	0	-5	-3	-7	0.1
CN(Cc1cccs1)C(=O)COc1ccc(-c2nnco2)cc1	0	11	2	-0.5	0	4	9	-5	-0.3
O=C(CNS(=O)(=O)c1ccc2ccccc2c1)NCCc1ccccn1	1	0	3	0.0	2	4	0	1	0.1
c1ccc(CNc2ncnc3nc[nH]c23)cc1	6	-14	7	3.5	1	4	-8	3	-0.1
Cn1cnnc1SCC(=O)c1ccc2c(c1)CCCC2	8	14	5	-0.9	0	8	3	1	0.0
CC1(C(=O)CSc2nc3ccccc3[nH]2)CCC(=O)O1 (stereo not drawn)	9	6	-2	0.2	2	8	2	0	0.0
O=C(N/N=C(\c1ccccc1)c1cccnc1)c1ccc(O)cc1	6	1	2	-1.2	0	2	1	2	-0.1
COc1ccc(S(=O)(=O)N(C)C[C@H]2Oc3ccc(NS(=O)(=O)c4cn(C)cn4)cc3C(=O)N([C@H](C)CO)C[C@@H]2C)cc1	.	42	5	.	4	.	.	.	0.6
COc1ccc(CNc2nc(=S)[nH]c3cc(OC)c(OC)cc23)cc1	-10	11	-6	-0.5	0	-5	3	-5	0.3
CC(=O)O[C@H]1C(=O)[C@@]2(C)[C@H]([C@H](OC(=O)c3ccccc3)[C@]3(O)C[C@H](OC(=O)[C@H](O)[C@@H](NC(=O)c4ccccc4)c4ccccc4)C(C)=C1C3(C)C)[C@]1(OC(C)=O)CO[C@@H]1C[C@@H]2O	3	-3	5	.	0	-1	-4	-11	0.1
COc1ccccc1N1CCN(C(=O)Cn2nc3n(C)c4ccccc4n3c(=O)c2=O)CC1	16	-6	31*	1.0	3	2	-1	-9	0.0
CNCC(=O)Nc1c(C)n[nH]c1C	-9	16	3	0.2	18	4	1	6	-0.3
Going on with the list.
SMILES	MCL1-BIM inh	VLA-4 inh	GLD-1 RNA inh	MEX-5 binding	GRK2 aptamer HTS	BCLXL inh	Fam108B counter	PME-1 inh	Efflux pump mplx
CCCN1C(=O)CC(Sc2ncccc2C(=O)O)C1=O (stereo not drawn)	-9	0	-1	-0.9	0	-3	-1	-6	0.5
CCOc1ccc(-c2nnc3ccc(SC(C)C)nn23)cc1	2	24	4	2.0	0	2	-2	10	0.3
COc1ccccc1CNC(=O)c1ccc(-c2ccccc2)cc1	-26	0	-1	2.3	3	-8	-6	-2	0.1
Cc1nnc(SCc2nc3sc(C(=O)O)c(C)c3c(=O)[nH]2)s1	15	-11	0	4.1	1	10	3	7	-0.1
O=C(NCc1ccccc1)c1ccccc1C(=O)c1ncc[nH]1	-4	6	-2	-2.7	4	0	-5	-1	-0.1
O=C(O)c1ccccc1Nc1ccc([N+](=O)[O-])c2nonc12	11	4	5	2.3	0	15	-4	-4	0.1
COc1ccc(CCn2nnnc2C(CC(C)C)N2CCC(C(N)=O)CC2)cc1OC (stereo not drawn)	-3	19	5	0.4	10	-1	-2	-7	0.0
CC(=O)OCC1=C(C(=O)O)N2C(=O)C(NC(=O)c3ccc(F)cc3)C2SC1 (stereo not drawn)	11	7	0	0.3	2	9	1	4	0.0
COC(=O)Cc1c(C)nc2nc(NCc3ccc(Cl)cc3)[nH]n2c1=O	4	-3	3	-1.1	1	4	-5	-4	0.0
CN1CCN(CC(=O)Nc2ccc(Oc3ccccc3)cc2)CC1	3	14	3	-1.3	0	2	4	3	0.0
CCCn1c(N)c(C(=O)COC(=O)CCS(=O)(=O)c2ccc(C)cc2)c(=O)[nH]c1=O	0	-26	8	-3.4	3	0	5	1	0.0
O=C1N[C@@H](Cc2cnc[nH]2)C(=O)N2CCC[C@@H]12	6	10	12	0.1	0	5	2	-1	0.0
COc1ccc(S(=O)(=O)NN(C)c2nc(C(F)(F)F)nc3ccccc23)cc1	5	-5	0	0.1	0	6	-4	-1	0.0
CCc1ccccc1NC(=O)CN1C(=O)c2ccccc2S1(=O)=O	-13	0	-9	-1.4	1	-6	-3	0	0.3
O=C(CN1CCN(Cc2ccccc2Cl)C1=O)NCCCN1CCOCC1	3	5	5	0.7	0	2	4	4	0.0
O=C(COC(=O)c1ccccc1)Nc1ncc([N+](=O)[O-])s1	.	7	3	.	36	.	.	.	-0.1
O=C(NCc1ccco1)c1ccc2c(=O)n(-c3ccccc3)c(=O)n(Cc3cccc(F)c3)c2c1	-4	5	2	1.6	2	-1	-8	-3	-0.1
Cc1nnc(NC(=O)CSc2nnc(C)n2-c2ccc(F)cc2)s1	-5	10	7	-2.1	0	-6	-3	3	0.2
O=C(O)c1ccc(C(=O)c2ccc3c(c2)C(=O)N(CCO)C3=O)cc1	1	3	-4	-1.1	5	1	2	8	0.2
CN(CCCNC(=O)c1cccn2c(=O)c3ccccc3nc12)Cc1ccccc1	2	4	3	-0.7	0	0	2	6	0.4
COc1ccc(N(CC(=O)NC2CCCCC2C)S(=O)(=O)c2c(C)nn(C)c2C)cc1 (stereo not drawn)	0	-11	-1	1.6	0	2	3	1	0.0
CCOC(=O)C1(CCCc2ccccc2)CCN(C2CCN(C(C)=O)CC2)CC1	0	3	7	-2.6	0	2	1	-3	0.0
CCOC(=O)N1CCN(S(=O)(=O)c2ccc(OCC)c(C)c2)CC1	10	1	-4	0.0	1	5	-3	2	0.0

High-throughput results as filed in PubChem BioAssay.
